FEN1 inh: human FEN1 inhibition; P39748; Recombinant FEN1 flap cleavage, fluorescence, 15 min; Potency, µM (doses to about 114 µM), without a hit: top-dose activity change, negative = inhibition, actives largely listed as inhibitors; 0.35% of 390,000 active; AID 588795; note: nearly all actives have a fitted effect of over 65% in size
Target sequence (P39748 whole entry, looked up): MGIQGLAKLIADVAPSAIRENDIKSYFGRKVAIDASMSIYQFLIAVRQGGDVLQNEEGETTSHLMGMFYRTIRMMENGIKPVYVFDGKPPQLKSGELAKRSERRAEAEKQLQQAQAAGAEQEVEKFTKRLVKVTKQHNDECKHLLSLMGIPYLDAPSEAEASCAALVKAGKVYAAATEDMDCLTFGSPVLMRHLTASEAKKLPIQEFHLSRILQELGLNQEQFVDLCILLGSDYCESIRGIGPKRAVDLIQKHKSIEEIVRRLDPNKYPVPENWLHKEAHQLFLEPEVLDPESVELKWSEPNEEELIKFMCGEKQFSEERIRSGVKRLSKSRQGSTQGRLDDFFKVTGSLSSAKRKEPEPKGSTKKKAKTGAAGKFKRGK
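Concentration–response screening of FEN1 (10 nM): 15 min compound preincubation at room temperature, reaction started with 50 nM substrate and read at 0 and 15 min. Corrected, normalized data were fitted by a four-parameter Hill equation.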
TDP1 cell CPT: DT40-hTDP1 cell growth loss with CPT; chicken DT40 Tdp1-/-;hTDP1 cells + 20 nM CPT, ATP luminescence, 48 h; Potency, µM (doses to about 46.2 µM), without a hit: at the highest dose activity change, negative = growth inhibition, hits mostly inhibitors; 12% of 420,000 active; AID 686979; note: nearly all actives have a fitted effect of over 55% in size
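Chicken DT40 Tdp1-/- cells stably complemented with human TDP1 were seeded at 400 cells/well in medium containing 20 nM camptothecin, exposed to pin-transferred compounds, and grown at 37 °C for at least 48 hr. Viability was read as ATP luminescence.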
N370S GC: inhibits or activates N370S mutant glucocerebrosidase. N370S GC spleen homogenate, 4MU-glucoside fluorescence. Potency, µM (series often up to 59.4 µM), for the others: top-dose activity change, negative = inhibition, actives largely listed as inhibitors. 0.092% of 330,000 active;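 note: 0% = full enzyme activity and -100% = no enzyme basal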
Starred values were filed as active, the others as inactive; ? = inconclusive; nt = not tested or not shown; & = joins results of further samples; [ ] = remark or other dose. Calls come from the whole dose curve; as a rule, active = well fitted curve in the direction sought with a large enough effect; inconclusive = small, poorly fitted or top-dose-only effect, or another doubt; inactive = no such curve, though single readings can be large; an effect the other way counts as inactive or inconclusive. Unless noted, % is set by controls: 0 for no effect and ±100 for the full control effect; potency is the fitted concentration of half-maximal effect. Some of the compounds tested; count on the stated rates, not on these rows.

no.	SMILES	FEN1 inh	TDP1 cell CPT	N370S GC
1	CO/N=C/C(=N\Nc1ccc(C)cc1)C(=O)c1ccc(OC)cc1	-11%	4.1µM*	5%
2	CCCc1[nH]nc2c1C(c1ccc(Br)s1)C(C#N)=C(N)O2 (stereo unspecified)	-13%	6.5µM*	-2%
3	O=C(CSc1nnnn1-c1ccccc1)NCc1ccco1	-6%	-16%	-12%
4	Cc1ccc2cccc(NC(=S)NC(=O)c3ccccc3)c2n1	-3%	18µM*	3%
5	COc1cc(/C=N/N2CCN(c3ccc(Cl)cc3)CC2)cc(OC)c1OC(C)=O	23%	?	-3%
6	O=C(CCC(=O)NNC(=O)c1ccc([N+](=O)[O-])cc1)NCc1ccccc1	12%	0%	2%
7	S=C(NCCc1ccncc1)Nc1ccccc1	2%	-25%	-4%
8	O=C(NC(=S)NCCN1CCOCC1)c1ccccc1Br	-2%	-3%	2%
9	COc1cc(C(=O)NC(=S)Nc2ccccc2N2CCCC2)cc(OC)c1OC	-4%	?	6%
10	O=C(N/N=C/c1c(O)n(-c2ccc(Cl)cn2)c(=O)c2ccccc12)C1CC1	-5%	?	-1%
11	Cc1ccc(C)c(NC(=O)C2Cc3ccccc3CN2C(=O)OCc2ccccc2)c1 (stereo unspecified)	2%	?	18%
12	COC(=O)c1cc(OC)c(OC)cc1NC(=O)c1ccc(Br)o1	-10%	-1%	nt
13	COc1ccc(Cc2nc3ccccc3n2CC(=O)N/N=C/c2ccc(C)cc2O)cc1OC	?	2.1µM*	7%
14	CCOc1ccc(N(CC(=O)Nc2cc(C)ccc2C)S(=O)(=O)c2c(C)[nH]c(=O)[nH]c2=O)cc1	19%&14%	4%&1%	?
15	COC(=O)C(C)Oc1ccc2c3c(c(=O)oc2c1)CCCCC3 (stereo unspecified)	-13%	-7%	10%
16	CNC(=O)c1ccsc1NC(=O)CCS(=O)(=O)c1ccc(F)cc1	-4%	?	2%
17	CCN(CC)S(=O)(=O)c1cccc(-c2nnc(SCc3nc4ccccc4s3)o2)c1	-16%	?	17%
18	Cc1cc(/C=N/Nc2ccc([N+](=O)[O-])cn2)c(C)n1-c1cccc(C(=O)O)c1	-25%	-22%	-10%
19	COc1cccc(CN(C)S(=O)(=O)c2cccs2)c1	-14%	?	0%
20	COc1ccc(C)cc1NC(=O)Cn1c(=O)oc2cc(S(=O)(=O)N3CCCCCC3)ccc21	-3%	16µM*	nt
21	O=C(NCCc1ccccc1)c1c(F)cccc1F	15%	6%	4%
22	CCCN(CCC)C(=O)C1CCCN(c2ncnc3c2nc2n3CCCCC2)C1 (stereo unspecified)	-2%	15µM*	nt
23	CCCCOc1ccc(/C=C(\C(=O)O)c2ccc(S(=O)(=O)N3CCCC3)s2)cc1	6%	?	nt
24	Cc1ccc2c(c1)nnn2C1CCN(S(C)(=O)=O)CC1	-11%	3%	17%
25	CCCOc1ccc(/C=C/C(=O)O)cc1OC	20%	0%	3%
26	Cc1ccc(S(=O)(=O)NCc2c(-c3ccccc3)noc2C)cc1	-11%	2%	-4%
27	COCCCN1Cc2cccc(C(=O)O)c2C1=O	-10%	5%	-8%
28	CCN(CC)CCNc1nc(-c2ccccc2)nnc1C(F)(F)F	7%	-12%	-10%
29	Cc1csc(NC(=O)c2ccc(-c3ccc(Cl)cc3Cl)o2)n1	-1%	9.2µM*	-1%
30	CC(NC(=O)c1ccco1)c1ccc2c(c1)OCO2 (stereo unspecified)	-18%	-4%	-18%
31	N#Cc1c(N)n(-c2cccc(O)c2)c2nc3ccccc3nc12	-22%	-13%	-1%
32	Cc1cc(C(=O)NN=C2C3CC4CC(C3)CC2C4)c2ccccc2n1	3%	-5%	-7%
33	CCOc1ccc2nc(NC(=O)Nc3ccccc3)sc2c1	1%	?	nt
34	CCOc1ccc(C(=O)N2CCCC2C(=O)O)cc1 (stereo unspecified)	14%	-8%	16%
35	COc1ccc(N2CCN(CC(=O)NC(=O)NC(C)(C)C)CC2)cc1	4%	0%	0%
36	CC(NC(=O)COc1ccc(N(C)S(=O)(=O)c2ccccc2)cc1)c1ccccc1 (stereo unspecified)	-11%	?	4%
37	CCC(C(=O)OC)n1cnc2c(oc3ccccc32)c1=O (stereo unspecified)	-18%	3%	-3%
38	COc1ccc(/C=C/C(=O)NCC(=O)n2nc(C)cc2C)cc1	17%	-6%	-1%
39	COc1cc(CNC(=O)C2CCCCN2S(=O)(=O)c2ccc(F)cc2)cc(OC)c1OC (stereo unspecified)	13%	?	nt
40	NC(=O)c1nsc(C(=O)N(c2ccccc2)C(C(=O)NCC2CCCO2)c2cccs2)c1N (stereo unspecified)	0%	23µM*	9%
41	O=C(NCC(c1ccco1)N1CCOCC1)c1ccc([N+](=O)[O-])cc1 (stereo unspecified)	-4%	-11%	-1%
42	Cc1cc2c(cc3c(=O)n(CC(=O)NCc4ccccc4Br)ncn32)s1	21%	-13%	nt
43	Cc1cc(C)cc(Nc2sc(C(=O)c3ccccc3)c(N)c2S(=O)(=O)c2ccccc2)c1	10%	-24%	nt
44	CC1CN(C(=O)c2ccc(S(=O)(=O)Nc3ccccc3F)cc2)CC(C)O1 (stereo unspecified)	-4%	6%	-3%
45	Cc1ccc(C(=O)NCCN2C3=NC[C@H](C)N3C[C@H]2Cc2ccc(O)cc2)cc1Br	-11%	21µM*	-22%
46	CCOc1ccc(OCCOc2ccc(/C=C/C(=O)O)cc2OCC)cc1	-8%	34%[activator]	1%
47	CCC(C)NC(=O)Cn1c(-c2cccs2)cc2cc(Cl)ccc21 (stereo unspecified)	1%	6%	nt
48	O=C(NCC(c1ccco1)N1CCCCC1)c1ccc2c(c1)S(=O)(=O)c1ccccc1C2=O (stereo unspecified)	-7%	?	-23%
49	CN(C)c1ccc(/C=N/NC2=NS(=O)(=O)c3ccccc32)cc1	1%	9%	-12%
50	COc1ccc(N2CCN(CCCn3c(=S)[nH]c4ccccc4c3=O)CC2)cc1	12%	?	-6%
51	O=C(Cc1cccs1)N/N=C/c1ccccc1	-5%	-8%	5%
52	CC(C)NC(=O)c1ccccc1S(=O)c1ccccc1C#N (stereo unspecified)	3%	-8%	5%
53	CCn1cc2nc(SCC(=O)Nc3cccc(Cl)c3C)n(Cc3ccc(Cl)cc3)c(=O)c2n1	-22%	?	nt
54	COc1ccccc1CN1CCC2(CC1)CCN(C(=O)c1cc(C(F)(F)F)cc(C(F)(F)F)c1)CC2	nt	?	-15%
55	CCOc1ccc(C2c3c(-c4ccc(C)cc4)n[nH]c3C(=O)N2c2ccc(Cl)cc2)cc1 (stereo unspecified)	-8%	?	nt
56	CCOc1ccc(C(=O)NCC(c2ccco2)N2CCOCC2)cc1 (stereo unspecified)	3%	-16%	?

More records.
no.	SMILES	FEN1 inh	TDP1 cell CPT	N370S GC
57	CC(=O)Nc1nonc1-c1nnc(SCc2ccccc2Cl)n1C	-1%	?	nt
58	Cc1ccc(N2CC(C(=O)NCCS(=O)(=O)N3CCN(c4ccccc4)CC3)CC2=O)cc1C (stereo unspecified)	20%&1%	1%&2%	-6%
59	CCS(=O)(=O)N1CCC(C(=O)NCCCOC)CC1	-7%	-6%	12%
60	CCCCOc1ccc(CSc2ncn[nH]2)cc1	-13%	-10%	2%
61	CCCCN(CCCC)CC(O)CN(c1cc([N+](=O)[O-])ccc1OC)S(=O)(=O)c1ccccc1 (stereo unspecified)	-13%	?	-19%
62	O=C(NC1CCCCC1)N(Cc1cc2cc3c(cc2[nH]c1=O)OCCO3)C1CCCCC1	-18%	?	11%
63	COc1ccc(C(=O)COC(=O)CNC(=O)c2cc(OC)cc(OC)c2)cc1	13%	-4%	-9%
64	O=c1ccc2cc3c4c(c2o1)CCCN4CCC3	-21%	?	6%

One compound at a time, from the list above. Order of values: FEN1 inh, TDP1 cell CPT, N370S GC
CCCCOc1ccc(CSc2ncn[nH]2)cc1 across the screens: -13%, -10%, 2%
O=C(NC1CCCCC1)N(Cc1cc2cc3c(cc2[nH]c1=O)OCCO3)C1CCCCC1 across the screens: -18%, ?, 11%
CCS(=O)(=O)N1CCC(C(=O)NCCCOC)CC1 across the screens: -7%, -6%, 12%
CCCCN(CCCC)CC(O)CN(c1cc([N+](=O)[O-])ccc1OC)S(=O)(=O)c1ccccc1 (stereo unspecified) across the screens: -13%, ?, -19%
CC(=O)Nc1nonc1-c1nnc(SCc2ccccc2Cl)n1C across the screens: -1%, ?, nt

(more compounds)
no.	SMILES	FEN1 inh	TDP1 cell CPT	N370S GC
65	Cn1nc(C(F)(F)F)c(/C=N/OCc2c(Cl)cccc2Cl)c1Cl	-6%	-1%	18%
66	Cc1ccc(Cl)cc1NC(=O)c1cnc(N2CCCCC2)c2ccccc12	2%	18µM*	nt
67	NC(=O)c1cc2nc(-c3ccco3)cc(C(F)(F)F)n2n1	2%	-5%	6%
68	COc1ccc(NC(=S)NC(=O)CC(C)C)c(OC)c1	-11%	-2%	2%
69	CC(OC(=O)c1ccc2c(c1)S(=O)(=O)c1ccccc1C2=O)C(N)=O (stereo unspecified)	11%	-16%	-5%
70	CCCc1[nH]n(-c2nc3ccccc3s2)c(=O)c1C=NCC(C)C	-1%	?	4%
71	COc1ccc(OCC(O)CN(CC(O)COc2ccc(OC)cc2)c2cccc(O)c2)cc1 (stereo unspecified)	2%	?	-19%
72	Cc1ccccc1CN(c1ccc(C(=O)NCc2cccnc2)cc1)S(C)(=O)=O	-5%	-3%	-2%
73	CCOC(=O)c1ccccc1NC(=O)CSc1nnc(Cc2cccn2C)n1-c1ccc(C)cc1	-19%	?	?
74	Cc1ccc(NC(=O)C2CC2c2ccccc2)c([N+](=O)[O-])c1 (stereo unspecified)	1%	-25%	1%
75	O=C(NC(c1ccccc1)c1ccccc1)c1ccc(=O)[nH]n1	0%	?	5%
76	CC(C)(C)n1nc2c(c1NC(=O)COc1ccc(F)cc1)CS(=O)(=O)C2	15%	-25%	2%
77	COc1ccc(CNCC(O)COc2ccc(C(C)(C)c3ccccc3)cc2)cc1 (stereo unspecified)	-8%	?	-30%
78	O=c1c2ccccc2nc2n1CCCCC2	-15%	-8%	-5%
79	CC(=O)C1=C(C)N(CC2CC2)C(=O)N[C@H]1c1ccccc1	1%	-6%	2%&9%
80	Nc1c(C2CCCCC2)c(=O)on1C(=O)c1ccccc1	2%	?	nt
81	Cc1c(Cl)cccc1NC(=O)CN1C(=O)COc2ccc(S(=O)(=O)N3CCOCC3)cc21	0%	-3%	nt
82	O=C(NCCNC(=O)c1cnccn1)c1ccc(Cl)cc1	13%	-1%	3%
83	O=C(OCCN=C1NS(=O)(=O)c2ccccc21)c1ccco1	13%	2%	-5%
84	CC(=O)c1ccc(NC(=O)Cn2c(-n3nc(C)cc3C)nc(C)cc2=O)cc1	-5%	?	nt
85	Cc1cc(=O)oc2c3c(cc(OCC(=O)N[C@H](C(=O)O)c4ccccc4)c12)OC(C)(C)CC3	4%	1%	?
86	COC(=O)NCc1ccc2c(c1)OCO2	-5%	36%[activator]	3%
87	CCc1ccccc1NNC(=O)c1snnc1C	4%	-3%	-3%
88	CCOc1ccc2nc(NC(=O)c3c([N+](=O)[O-])cnn3CC)sc2c1	-3%	0%	12%
89	COc1cccc(N2CCN(C(=O)Nc3ccc4c(c3)NC(=O)CO4)CC2)c1	3%	?	8%
90	COC(=O)C1CCN(C(=O)c2cc(S(=O)(=O)N3CCCCC3)ccc2Cl)CC1	-15%	?	nt
91	O=C(NC1=NCCS1)c1ccccc1	9%	13%	3%
92	CC(C)CC(=O)N1CCC(N(CCc2ccccc2)Cc2ccccc2)CC1	-20%	?	-3%
93	CCCCc1ccc(NS(=O)(=O)N(C)C)cc1	-2%	-27%	7%
94	COc1ccccc1N(O)C1CC(=O)N(c2ccc(Br)cc2)C1=O (stereo unspecified)	-1%	18µM*	5%
95	CCOC(=O)c1ccc(N2C(=O)c3[nH]nc(-c4ccc(C)cc4)c3C2c2ccc(O)c(OCC)c2)cc1 (stereo unspecified)	-16%	18µM*	nt
96	O=C1[C@@H]2Cc3c([nH]c4ccccc34)C(c3ccccc3)N2C(=O)CN1C1CC1 (stereo partly specified)	1%	?	-11%
97	O=C1CN(C(=O)COC(=O)c2ccccc2NC(=O)c2ccco2)c2ccccc2N1	0%	-20%	-9%
98	Cc1cc(C)c2c(c1)/C(=N/NC(=S)Nc1ccc(F)cc1)CCC2	-17%	-7%	-4%
99	COc1ccc(C2(C(=O)Nc3ccc(C)c(C)c3)CCOCC2)cc1	-3%	-11%	2%
100	O=c1cc(CO)oc(CN2CCN(c3cccc(C(F)(F)F)c3)CC2)c1O	4%	?	-1%
101	COc1ccc(Cl)cc1C(=O)NCC#N	-7%	1%	7%
102	Cc1cc(OCC(=O)OCC(=O)N(C)c2c(N)n(Cc3ccccc3)c(=O)[nH]c2=O)ccc1Cl	6%	-14%	-9%
103	CC1CCn2c(nc3cc(C(=O)NCCc4ccccc4)ccc32)C1 (stereo unspecified)	-5%	-27%	nt
